Mtb FBA inh: inhibits M. tuberculosis FBA enzyme | P9WQA3 | purified M. tuberculosis FBA, fluorescence read-out | inhibition, % at 1 µM | 2.3% of 360,000 active; in the data active = inhibition above about 27%;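 also: 0% = vehicle and 100% = reference inhibitor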
PriA SSB inh: K. pneumoniae PriA-SSBct interaction inhibition; AlphaScreen SSBct-PriA binding, biotinylated peptide; inhibition, % at 33 µM; 0.6% of 430,000 active; in the data active = inhibition mostly above about 37%, no sharp cut-off; inactive = mostly below about 20%;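 also: plate controls were negative control peptide for no effect and reference peptide for full effect; strong numbers were not always called active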
MazEF act: increases E. coli MazEF RNase cleavage of RNA; P0AE70; FAM/BHQ RNA-DNA oligo cleavage fluorescence, 5 h; activation, % at 20 µM; 0.32% of 350,000 active; AID 504720; in the data active = activation above about 50%
Target sequence (P0AE70 whole entry, looked up): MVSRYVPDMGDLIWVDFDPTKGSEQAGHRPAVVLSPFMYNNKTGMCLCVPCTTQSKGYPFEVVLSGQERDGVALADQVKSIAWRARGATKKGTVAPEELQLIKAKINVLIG
VHR inh abs: blocks human VHR1 dual specificity phosphatase; P51452; recombinant VHR phosphatase, pNPP absorbance; AID 1654; inhibition, % at 13.3 µM; 0.52% of 290,000 active; in the data active = inhibition above about 50%; also: some compounds called inactive have numbers as strong as hits
Target sequence (P51452 whole entry, looked up): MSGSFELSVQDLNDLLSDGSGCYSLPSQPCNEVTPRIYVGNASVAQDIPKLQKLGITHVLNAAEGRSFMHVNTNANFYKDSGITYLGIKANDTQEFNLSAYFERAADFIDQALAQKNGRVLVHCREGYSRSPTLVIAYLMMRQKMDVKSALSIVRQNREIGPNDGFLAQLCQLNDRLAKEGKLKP
BioA inh: inhibitors of Mycobacterium tuberculosis BioA enzyme | purified M. tuberculosis BioA enzyme, plate reader | inhibition, % at 9.99 µM | 0.096% of 360,000 active | AID 602481; in the data active = inhibition above about 40%
SARS 3CLpro inh: SARS-CoV 3CLpro protease inhibition. P0C6X7. recombinant SARS-CoV 3CLpro, quenched FRET peptide cleavage. inhibition, % at 6 µM. 0.14% of 290,000 active; in the data active = inhibition above about 12%
BH1578 lux ind: induces V. cholerae light production without autoinducers; V. cholerae BH1578 lux reporter, luminescence, 6 h; activation, % at 18.7 µM; 0.16% of 350,000 active; in the data active = activation mostly above about 9.7%, no sharp cut-off; also: not every result past the cut was called active; inactives centre near 0; reference of the scale not given here
GDH-TPI inh: GDH-TPI coupled enzyme inhibition counter-screen. GDH-TPI coupled enzyme counterscreen, NADH absorbance. inhibition, % at 4.8 µM. 1.2% of 360,000 active. AID 588335; in the data active = inhibition above about 30%;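 also: 0% = DMSO wells and 100% = wells lacking the enzyme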
Rv3671c protease: inhibitors of M. tuberculosis serine protease Rv3671c | AID 2606 | 0.048% of 320,000 active | inhibition, % at 5.96 µM; in the data active = inhibition above about 38%;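 also: extracellular domain of Rv3671c used as enzyme; 0% = enzyme with DMSO and 100% = no enzyme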
Target sequence (P9WHR9 whole entry, looked up, the tested form may be a part): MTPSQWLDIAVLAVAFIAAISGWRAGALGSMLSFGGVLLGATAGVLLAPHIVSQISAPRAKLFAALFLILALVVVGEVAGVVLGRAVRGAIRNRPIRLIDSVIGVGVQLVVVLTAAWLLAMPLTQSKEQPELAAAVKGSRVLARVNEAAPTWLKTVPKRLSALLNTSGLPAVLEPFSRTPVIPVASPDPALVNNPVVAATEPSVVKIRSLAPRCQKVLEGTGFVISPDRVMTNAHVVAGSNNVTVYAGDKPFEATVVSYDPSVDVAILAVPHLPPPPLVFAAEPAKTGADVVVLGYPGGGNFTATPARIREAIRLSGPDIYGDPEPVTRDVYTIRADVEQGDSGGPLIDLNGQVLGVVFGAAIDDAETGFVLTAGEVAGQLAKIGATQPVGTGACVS
UGM FP inh: Mtb UDP-galactopyranose mutase inhibition; 0.06% of 320,000 active; AID 504406; purified UGM, fluorescence polarization probe displacement; inhibition, % at 10 µM; in the data active = inhibition above about 10%, passing the limit was not always enough
Starred values were filed as active, the others as inactive; i = inactive; / = not tested or not shown. This is a subset; the hit share may differ from the screen's.

Values run as follows: SARS 3CLpro inh	Rv3671c protease	UGM FP inh	MazEF act	VHR inh abs	GDH-TPI inh	PriA SSB inh	BioA inh	Mtb FBA inh	BH1578 lux ind
- Cc1ccc(C)c(S(=O)(=O)C(C#N)c2nc3ccccc3nc2N2CC(C)OC(C)C2)c1 (centres undefined)
 : -5	4	9.4	0	-20	5	-4	-2.8	1	-3.1
- CC1C=CCC2C(=O)N(c3cccc(C(=O)N4CCN(c5ccc(F)cc5)CC4)c3)C(=O)C12 (centres undefined)
 : -1	-3	-1.5	-7	3	-2	9	/	-2	-0.5
- O=C1C=CC(=O)N1CCCCCCCCCCN1C(=O)C=CC1=O
 : /	/	/	-1	/	5	-12	-0.7	0	i
- CC1CCN(S(=O)(=O)N2CCC(C(=O)NCCN3CCOCC3)CC2)CC1
 : 5	-5	-1.9	4	-27	-1	-1	-0.4	-2	1.5
- Cc1ccc(C(C)C)c(OCCn2c(=O)oc3ccccc32)c1
 : 3	3	-2.5	-15	-29	-3	3	-0.5	-1	i
- CCOc1ccc(S(=O)(=O)N2CCOCC2)cc1NC(=O)Cc1c(F)cccc1Cl
 : /	2	4.0	0	/	2	-19	0.3	2	-0.6
- Cc1ccc(NCCC(=O)c2cccc([N+](=O)[O-])c2)cc1
 : 0	10	-0.6	-7	12	2	32	-0.7	3	-0.4
- CCN(C(=O)COC(=O)c1cccnc1Nc1ccccc1F)C1CCS(=O)(=O)C1 (centres undefined)
 : 3	-4	-2.6	-2	4	6	-18	0.4	1	-0.6
- CN(c1ccccc1)S(=O)(=O)c1ccc(C(=O)NCC(c2ccco2)N2CCCCC2)cc1 (centres undefined)
 : /	-18	-0.4	0	/	5	1	-0.9	3	5.0
- C=CCOc1ccc2c(c1)c(S(=O)(=O)c1ccc(C)cc1)cn2COC
 : 4	1	1.1	-3	-4	7	-10	/	2	i
- COc1ccc(OC)c(NC=C2C(=O)OC(C)(C)OC2=O)c1
 : -4	15	1.2	-2	32	7	-7	-1.0	1	/
- CCn1cnc2c1c(=O)n(CC(=O)NCC(F)(F)F)c(=O)n2Cc1ccccc1
 : -2	-2	0.8	-5	7	0	-10	1.2	-3	-0.3
- Cc1cccc(N2CCN(C(=O)c3nn(C)c4c3CS(=O)(=O)c3ccccc3-4)CC2C)c1 (centres undefined)
 : 0	9	-2.4	7	7	3	9	/	3	-0.9
- Cn1c(=O)c2cc(NC(=O)CCc3ccccc3)ccc2n1Cc1cccc(C(F)(F)F)c1
 : /	/	/	/	/	15	/	-1.1	127*	-0.4
- CSc1nc(Oc2ccc(F)cc2)c2ccccc2n1
 : 4	3	-0.6	1	25	10	-12	0.0	2	-1.9
- CCOc1ccc(N(C(C)C(=O)N2CCCCCC2)S(C)(=O)=O)cc1 (centres undefined)
 : 3	-3	0.7	0	-13	7	1	0.1	0	-0.4
- CN1C(=O)/C(=C2\SC(N3CCCCCC3)=NC2=O)c2ccccc21
 : 8	-1	1.3	-4	20	24	-9	-0.5	-2	i
- CC1CCCCN1C(=O)CSc1nc(N)nc(N)n1 (centres undefined)
 : /	0	2.3	2	/	1	7	-1.4	4	i
- CC1(c2ccc(Cl)cc2)NC(=O)N(CC(=O)NCc2ccc(F)cc2)C1=O (centres undefined)
 : 3	-5	0.0	6	23	5	1	-2.2	1	-3.1
- CCOc1ccc(C(=O)NCC(c2cccs2)N(C)C)cc1OCC (centres undefined)
 : -2	-3	2.4	2	34	-3	-6	0.1	2	4.0

Other results follow.
Values run as follows: SARS 3CLpro inh	Rv3671c protease	UGM FP inh	MazEF act	VHR inh abs	GDH-TPI inh	PriA SSB inh	BioA inh	Mtb FBA inh	BH1578 lux ind
- COc1cc(C2C3=C(CCCC3=O)Nc3c2c(C)nn3-c2cccc(C)c2)cc(OC)c1O (centres undefined)
 : 4	-3	4.6	1	25	8	14	1.6	3	-0.4
- COc1ccc(C2=NN(C(=O)c3ccco3)C(c3cccs3)C2)cc1OC (centres undefined)
 : /	/	/	-18	/	38*	/	1.2	-2	i
- COc1ccc(C(=O)OCC(=O)c2ccc(CNC(C)=O)s2)cc1
 : /	0	-0.1	-2	/	2	-6	-1.7	1	-0.1
- O=C(COC(=O)CN1C(=O)NC2(CCCC2)C1=O)Nc1ccc(C(F)(F)F)cc1[N+](=O)[O-]
 : /	1	-0.7	1	/	0	-8	-0.5	1	i
- NC(=O)CSc1nnnn1-c1cccc(Cl)c1
 : 2	12	0.0	2	-2	2	-9	/	-4	i
- COc1ccccc1N1CCN(C(=O)CN(C)S(=O)(=O)c2ccc(C)cc2)CC1
 : /	/	/	1	/	-11	/	-0.7	1	i
- COc1ccccc1C(=O)COC(=O)c1cc(S(=O)(=O)N2CCCCC2)ccc1N1CCOCC1
 : /	3	0.8	-10	/	11	16	/	2	i
- COc1cc(SC)ccc1C(=O)Nc1cc(C)c(OCC(=O)N2CCOCC2)c(C)c1
 : -3	4	-3.3	-4	-5	3	5	1.0	1	i
- COc1ccc(S(=O)(=O)N2CCCC2C(=O)Nc2nccs2)cc1 (centres undefined)
 : -4	1	-2.4	6	14	3	-16	-1.2	4	-0.3
- CC(C)OCCCn1c(=N)c(C(N)=S)cc2c(=O)n3ccccc3nc21
 : -6	-4	2.8	14	25	8	12	0.1	71*	-0.5
- O=C(Oc1cc(=O)oc2ccccc12)c1cccnc1Cl
 : 5	-8	-0.1	9	2	2	4	/	-2	-0.2
- CCN(CC)S(=O)(=O)c1ccc2oc(C(=O)N3CCCCCC3)c(C)c2c1
 : -3	-4	0.1	6	22	-13	-12	-0.3	4	-0.4
- Cc1ccc2c(c1)C(=O)C(=O)N2CCOc1ccccc1
 : 12	3	-0.7	6	-13	10	-3	1.6	-4	-0.6
- O=C(CN1CCN(Cc2ccccc2)CC1)Nc1nc2ccccc2s1
 : -4	-7	2.0	6	49	0	-7	/	-6	-0.8
- CCOc1ccccc1Nc1nnc(SCC(=O)NC(Cc2c[nH]c3ccccc23)C(=O)O)s1 (centres undefined)
 : 6	-7	-0.2	-9	-10	-3	-3	/	-6	i
- Cc1cccc(NC(=O)[C@@H]2CCCN2C(=O)OC(C)(C)C)c1C
 : 0	-2	0.5	-1	-2	7	-2	/	0	i
- CC(=O)c1ccc(-c2ccc(-c3cc(=O)oc4c(C(C)C)ccc(C)c34)cc2)cc1
 : /	/	/	-7	/	20	-13	-0.6	2	i
- CCCCNC(=O)CSc1nnc(-c2c[nH]c3ccccc23)n1CC1CCCO1 (centres undefined)
 : 3	3	-1.1	-1	36	3	-7	/	-2	i
- COc1cccc(-n2c(C)nc3c(cnn3-c3ccc(Cl)cc3)c2=O)c1
 : 1	-6	-1.2	43	6	-3	-18	5.3	6	-0.3
- Cc1cc(=O)n2nc(N3CCCC(C(=O)NC(C)c4ccccc4)C3)sc2n1 (centres undefined)
 : 1	-3	1.2	3	2	3	-24	-0.6	-1	i

A few values from the list.
In PriA SSB inh, O=C(COC(=O)CN1C(=O)NC2(CCCC2)C1=O)Nc1ccc(C(F)(F)F)cc1[N+](=O)[O-] has the entry -8
In VHR inh abs, O=C(Oc1cc(=O)oc2ccccc12)c1cccnc1Cl has the entry 2

Two entries from above, set out differently:
| smiles | SARS 3CLpro inh | Rv3671c protease | UGM FP inh | MazEF act | VHR inh abs | GDH-TPI inh | PriA SSB inh | BioA inh | Mtb FBA inh | BH1578 lux ind |
| --- | --- | --- | --- | --- | --- | --- | --- | --- | --- | --- |
| COc1ccc(C(=O)OCC(=O)c2ccc(CNC(C)=O)s2)cc1 | / | 0 | -0.1 | -2 | / | 2 | -6 | -1.7 | 1 | -0.1 |
| COc1ccccc1C(=O)COC(=O)c1cc(S(=O)(=O)N2CCCCC2)ccc1N1CCOCC1 | / | 3 | 0.8 | -10 | / | 11 | 16 | / | 2 | i |

The results go on.
Values run as follows: SARS 3CLpro inh	Rv3671c protease	UGM FP inh	MazEF act	VHR inh abs	GDH-TPI inh	PriA SSB inh	BioA inh	Mtb FBA inh	BH1578 lux ind
- COc1ccc(OC)c(C(C)NC(C)=O)c1 (centres undefined)
 : -1	0	0.3	1	28	1	-14	-0.7	-2	5.9
- CCCC(c1nnnn1C(C)(C)CC)N(CCCO)Cc1cc2cc(C)cc(C)c2[nH]c1=O (centres undefined)
 : 5	-2	0.4	-5	24	18	-11	-0.9	12	i
- CCN(CC)c1ccc(C(=O)NNC(=O)CCc2nc3ccccc3c(=O)[nH]2)cc1
 : -1	-12	2.3	-6	-4	31*	-5	-1.9	2	-1.3
- COc1ccc(CN2CCN(CCCc3ccccc3)CC2)c(OC)c1
 : 3	5	1.1	/	22	/	/	/	/	/
- COc1ccc(-c2nc3ccccn3c2/N=C/c2ccc(OC)c(OC)c2)cc1O
 : -2	-16	-0.9	16	-7	16	/	0.4	9	i
- COC(=O)C1CCCCN1C(=O)c1cc(COc2cccc3cnccc23)on1 (centres undefined)
 : 3	7	-1.2	/	2	6	/	-0.5	14	-0.4
- COc1ccc(C2N(Cc3ccccc3)CC(=O)N2/N=C(\C)c2ccccc2)cc1 (centres undefined)
 : 4	-1	2.0	0	1	-2	/	/	1	-0.3
- O=C(Nc1ccc([N+](=O)[O-])cc1)c1ccccc1
 : -4	-3	2.4	3	-2	18	-16	-1.2	-1	-0.7
- CN(C)CCCCOc1ccccc1-c1ccccc1
 : -3	8	0.3	-1	-11	12	-7	-1.1	1	-0.3
- CC(C)c1ccc(NC(=O)C2CCCN2S(=O)(=O)c2ccccc2F)cc1 (centres undefined)
 : /	-1	-1.2	4	/	0	-4	0.1	-2	-2.5
- COc1ccccc1NS(=O)(=O)c1ccc2oc(=S)[nH]c2c1
 : 6	0	3.1	7	17	1	-5	/	3	-0.2
- Cc1ccc(S(=O)(=O)N2CCN(C(=O)CC(C)n3cncn3)CC2)cc1 (centres undefined)
 : -1	0	-2.7	7	34	-8	2	-0.8	-2	i
- S=c1[nH]nc(-c2cccnc2)n1C1CCCCC1
 : 2	-7	-0.4	2	21	5	8	/	-1	3.4
- O=C(CC(C(=O)O)c1cccc(Cl)c1)c1ccccc1 (centres undefined)
 : 5	1	0.2	-1	10	-2	8	0.4	4	-0.4
- Cc1ccc(C(=O)COC(=O)CN2C(=O)C3C4CCC(C4)C3C2=O)cc1C (centres undefined)
 : 1	/	/	2	17	0	-3	-0.9	-2	i
- CCCS(=O)(=O)NC(=O)C1(C)CCN1C(=O)Cc1ccc(Cl)cc1Cl (centres undefined)
 : /	/	/	/	/	5	/	0.6	-1	-0.2
- c1cncc(-c2nc3ccccc3s2)c1
 : 2	-3	0.0	6	-9	15	-5	-0.6	6	-0.4
- Cc1cc(=O)oc2c(N)c(O)ccc12
 : -1	1	1.7	5	8	21	8	0.5	5	-0.2
- COC(=O)Cn1c(C)nc2ccccc21
 : -7	4	-0.1	2	19	-10	3	/	2	-0.3
- O=C(NCc1ccccc1)c1ccc(S(=O)(=O)N2CCCC2)cc1
 : 6	-1	-2.7	7	20	-2	-3	1.1	-4	i

Copied from the entries so far, two compounds:
Values run as follows: SARS 3CLpro inh	Rv3671c protease	UGM FP inh	MazEF act	VHR inh abs	GDH-TPI inh	PriA SSB inh	BioA inh	Mtb FBA inh	BH1578 lux ind
- COC(=O)Cn1c(C)nc2ccccc21
 : -7	4	-0.1	2	19	-10	3	/	2	-0.3
- O=C(NCc1ccccc1)c1ccc(S(=O)(=O)N2CCCC2)cc1
 : 6	-1	-2.7	7	20	-2	-3	1.1	-4	i

Screening data: PubChem BioAssay, several laboratories
